GPR151 activ: activators of human GPR151, primary screen, cell-based, PathHunter beta-arrestin, luminescence | PathHunter beta-arrestin GPR151 cells | activation, % at 11.2 µM | AID 1508602, 2020 | 1% of 650,000 active | G-protein coupled receptor 151 (Homo sapiens), Q8TDV0; in the data active means activation above about 4.9%;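 further: 0% = median of compound wells and 100% = cells with positive control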
Target sequence (Q8TDV0 whole entry, looked up): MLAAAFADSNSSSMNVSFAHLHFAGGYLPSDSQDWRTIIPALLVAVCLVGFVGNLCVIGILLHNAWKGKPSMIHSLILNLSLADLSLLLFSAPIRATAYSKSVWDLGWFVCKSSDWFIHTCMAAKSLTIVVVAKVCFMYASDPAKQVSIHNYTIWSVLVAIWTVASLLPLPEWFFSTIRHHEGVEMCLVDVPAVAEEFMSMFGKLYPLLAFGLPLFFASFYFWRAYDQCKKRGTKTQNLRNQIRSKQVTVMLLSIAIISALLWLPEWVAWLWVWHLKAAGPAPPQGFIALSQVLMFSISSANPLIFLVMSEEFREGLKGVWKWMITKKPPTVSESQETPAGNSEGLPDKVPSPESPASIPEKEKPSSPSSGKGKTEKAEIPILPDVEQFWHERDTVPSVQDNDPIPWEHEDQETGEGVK
MITF primary: MITF inhibitors, primary screen, biochemical, AlphaScreen, human. Microphthalmia-associated transcription factor (Homo sapiens), O75030. AlphaScreen MITF homodimerization, bead proximity signal. inhibition, % at 2.6 µM. 0.91% of 650,000 active. AID 1259374, 2018; in the data active means inhibition above about 50%;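 further: 0% = vehicle wells with protein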
Target sequence (O75030 whole entry, looked up): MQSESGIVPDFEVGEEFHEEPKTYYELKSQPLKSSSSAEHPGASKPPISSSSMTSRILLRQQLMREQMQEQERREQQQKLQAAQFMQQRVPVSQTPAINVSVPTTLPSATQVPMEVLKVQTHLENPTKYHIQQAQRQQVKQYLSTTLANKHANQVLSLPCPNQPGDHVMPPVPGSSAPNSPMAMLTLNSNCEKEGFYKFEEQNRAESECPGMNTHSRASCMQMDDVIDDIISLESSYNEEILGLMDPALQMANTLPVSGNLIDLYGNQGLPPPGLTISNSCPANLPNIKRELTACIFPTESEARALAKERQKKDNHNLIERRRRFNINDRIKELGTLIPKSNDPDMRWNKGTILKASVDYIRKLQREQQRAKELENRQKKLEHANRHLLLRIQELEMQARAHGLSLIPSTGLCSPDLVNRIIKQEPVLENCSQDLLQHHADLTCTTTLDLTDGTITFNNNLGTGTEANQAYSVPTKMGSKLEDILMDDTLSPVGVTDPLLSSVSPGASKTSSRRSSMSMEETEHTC
FBW7 act: FBW7 E3 ligase activators, primary screen, biochemical, AlphaScreen, human; AlphaScreen FBW7–phospho-cyclin E peptide binding, activator screen; normalized activity (activation), % at 26.1 µM; 0.13% of 650,000 active; AID 1259310, 2017; in the data active means normalized activity above about 1.9%;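 further: purified mutant Fbw7 with reduced substrate affinity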
TEAD-YAP inh: TEAD-YAP interaction inhibition, primary screen, TEAD-YAP interaction inhibitor project, luminescence, HEK-TIYL cells; 1.4% of 640,000 active; AID 1259422, 2018; inhibition, % at 9.12 µM; TEAD-Gal4/YAP UAS-luciferase luminescence; in the data active means inhibition above about 32%;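 further: 0% = median of test compound wells and 100% = reference inhibitor wells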
Starred values were filed as active, the others as inactive.

A first look:
SMILES	GPR151 activ	MITF primary	FBW7 act	TEAD-YAP inh
CC(=O)Oc1ccc(N2C(=O)C3C4c5ccccc5C(C(=O)O)(c5ccccc54)C3C2=O)cc1 (stereo unspecified)	-1.2	3	0.2	3
Cc1ccccc1-c1c(-c2ccc([N+](=O)[O-])cc2)oc2cc(O)ccc2c1=O	1.7	-2	-0.2	-13

The listing, repeating the preview:
SMILES	GPR151 activ	MITF primary	FBW7 act	TEAD-YAP inh
CC(=O)Oc1ccc(N2C(=O)C3C4c5ccccc5C(C(=O)O)(c5ccccc54)C3C2=O)cc1 (stereo unspecified)	-1.2	3	0.2	3
Cc1ccccc1-c1c(-c2ccc([N+](=O)[O-])cc2)oc2cc(O)ccc2c1=O	1.7	-2	-0.2	-13
Cc1oc(-c2cccs2)nc1CSCC(=O)NC1CC1	-0.2	19	0.8	13
CSc1ncc([C@@H]2C[C@H]3CN(C4Cc5ccccc5C4)C(=O)[C@]34CCCN24)cn1	-0.1	-1	-0.1	-8
COc1ccc(C(=O)C(C)Sc2nc3cc(C)c(C)cc3[nH]2)cc1 (stereo unspecified)	-0.9	15	0.1	-4
CCC(=O)Nc1ccc(N2CCCC2)c(Cl)c1	-1.4	8	0.1	-14
Cc1ccc(Nc2ncnc3c2cnn3C)cc1	0.5	15	0.2	-13
O/C(=C(\C(=S)NCc1ccco1)[n+]1ccccc1)c1cccs1	-0.5	13	0.6	5
COC(=O)c1c(C)nc2n(Cc3ccccc3Cl)c3ccccc3n12	1.5	12	-0.2	17
COc1cccc2sc(N(C)c3ccccc3)nc12	-2.1	-4	-0.1	47*
CC(C)Sc1nc2c(c(=O)[nH]1)C(c1ccc(N(C)C)cc1)C1=C(CCCC1=O)N2 (stereo unspecified)	-0.5	3	-0.2	-5
CC(=O)c1c(C)[nH]n(-c2ccccc2)c1=O	-0.7	12	0.0	5
O=C1CCCc2oc3ccc(NS(=O)(=O)c4ccc(Cl)c([N+](=O)[O-])c4)cc3c21	-0.9	13	0.1	12
O=C1Nc2ccccc2/C1=C/c1ccc(O)cc1	1.0	19	0.1	-27
O=C1CCN2C=Nc3sc4c(c3C2=N1)CCCC4	-1.4	8	0.6	6
CC(=O)NC1=NC(=O)/C(=C/c2cc3c(cc2Cl)OCO3)S1	-1.3	10	-0.1	-1
CC(C)n1c(CCNC(=O)C(C)(C)C)nc2ccccc21	-0.2	5	0.5	1
Cc1ccc(OCCCCNC(C)(C)C)c(C)c1	0.3	12	0.1	6
O=[N+]([O-])c1cccc(NCc2ccc(Br)cc2)c1	-0.7	-21	0.0	3
Cc1ccccc1C(=O)Nc1ccc(S(=O)(=O)N2CCCCCC2)cc1	1.0	0	-0.1	1
COc1ccc(/C=C2\C(=O)NN(c3cccc(Cl)c3)C2=O)cc1OC	-0.6	-5	0.8	14
CC(C)CN(CC(C)C)C(=O)c1c(NC(=O)c2ccccc2)sc2c1CCCC2	1.2	-2	-0.7	-13
N#Cc1ccc(C=Nc2ccccc2C(N)=O)cc1	1.1	9	0.0	-7
Cc1ccc2[nH]c(=O)c(CN(CCc3ccccc3)C(=O)N3CCOCC3)cc2c1	-0.1	-5	0.1	3
CCn1c(CNC(=O)c2ccc(OC)cc2)nnc1SCc1ccccc1	-1.1	-9	-0.1	-4
COc1ccc(/C(N)=N/OC(=O)CN(C)S(=O)(=O)c2ccc(Cl)cc2)cc1OC	-0.3	-4	-0.1	0
Cc1ccc(OCc2ccccc2)cc1[N+](=O)[O-]	0.4	19	1.4	-4
NC(=O)c1nn(-c2ccccc2)nc1NC(=O)CSc1nnnn1-c1ccc(Cl)cc1	0.7	21	0.1	4
COc1cc(-c2cn[nH]c2)ccc1C(=O)NCCc1c[nH]c2ccccc12	-1.1	13	0.1	-24
Cc1occc1C(=O)Nc1c(Cl)cccc1Cl	1.0	4	-0.1	7
CCOC(=O)c1ccc(NC(=O)Nc2ccc3nc(C)sc3c2)cc1	0.3	8	-0.1	13
COc1ccc(/C=C2\N=C(c3cc(Br)ccc3OC)OC2=O)cc1	0.0	4	-0.1	10
Oc1cccc(-c2cnc(NCc3ccc(Cl)c(Cl)c3)c3nccn23)c1	1.2	-12	-0.1	0
O=S(=O)(NCCc1c[nH]c2ccccc12)c1ccc(S(=O)(=O)N2CCOCC2)cc1	0.0	8	0.2	-3
Cn1c2c(c(=O)n(C)c1=O)C(c1cccnc1)C1=C(N2)c2ccccc2C1=O (stereo unspecified)	-0.4	16	0.0	-9
O=C1OC2(c3ccc(O)cc3Oc3cc(O)ccc32)c2ccccc21	3.0	-14	-0.1	2
Nc1nonc1-c1noc(-c2ccc(Br)o2)n1	-0.7	-5	-0.2	-13
CC(C)(C)CN1CCNC(=O)C1CC(=O)NC1CCN(c2ccc(F)cc2)CC1 (stereo unspecified)	0.2	5	0.0	-6
O=C(/C=C/c1cccc([N+](=O)[O-])c1)NC1CC2CCC1C2 (stereo unspecified)	-1.9	7	0.8	-27
CN(C)c1nc(NCc2ccccc2)nc(N/N=C/c2ccccc2C(F)(F)F)n1	-1.3	-16	-0.3	-7
COCCNCCCOc1ccc(C(C)C)c(C)c1	-1.7	12	-0.1	-11
O=[N+]([O-])c1ccc(CSc2nc3ccccc3c3nc(CCc4c[nH]c5ccccc45)nn23)cc1	-1.3	23	0.2	2
COc1cc(/C=C/C(=O)O)ccc1OCc1ccccc1F	-0.1	0	0.0	0
O=C(c1ccc2c(c1)OCCO2)N1CCCCC1	-1.2	-10	-0.2	-12
C=CCNc1nc2nonc2nc1NC1CC1	0.2	-3	0.2	-7
O=C1CCCN1CCCNc1ncnc2c1c(-c1ccccc1)cn2-c1cccc(Cl)c1	-1.6	-1	-0.1	-10
Cc1ccc(NC(=O)Cn2nnc(S(=O)(=O)c3ccccc3)c2N)c(C)c1	0.0	-13	-0.1	-20
O=C(NCc1ccccc1Cl)c1ccc(Cn2c(=S)[nH]c3ccc(Br)cc3c2=O)cc1	-1.7	2	0.0	1
O=C(NCc1ccco1)c1cccc(C(F)(F)F)c1	3.0	-7	-0.7	3
CCCCN(C)Cc1c(O)ccc2c(=O)c(Oc3cc(C)cc(C)c3)coc12	-0.8	8	0.5	3

Other structures.
SMILES	GPR151 activ	MITF primary	FBW7 act	TEAD-YAP inh
O=C(CSc1nc(-c2ccccc2)nc2c1CCCC2)c1ccc(Cl)cc1	-0.1	9	0.1	6
Cc1sc(NC(=O)C2CC(O)CN2C(=O)OC(C)(C)C)nc1-c1ccccc1 (stereo unspecified)	1.3	-22	-0.1	4
CCOC(=O)C1=C(C)N=c2s/c(=C\c3ccc(O)c(OC)c3)c(=O)n2C1c1ccc(OCC)c(OCC)c1 (stereo unspecified)	-1.2	-4	0.4	-1
O=C(CSc1nc2ccccc2[nH]1)NNC(=O)Cc1ccccc1	3.3	-4	0.0	7
CSCCNC(=O)C1CC(=O)c2sc(NC(=O)C3CCC3)nc2C1 (stereo unspecified)	-1.0	-5	0.2	-11
Cc1nc2sccn2c1C(=O)NCc1cccc(OC(F)(F)F)c1	0.2	7	0.0	1
COc1ccc(/C=N/NC(=O)c2ccn(Cc3ccc(Cl)cc3)n2)c(C(=O)O)c1OC	1.2	2	-0.1	-6
CC(C)N(C)Cc1nnnn1CC(=O)N(C)Cc1cccc(C(F)(F)F)c1	1.5	3	-0.1	1
CC1(O)N(CC(=O)c2cccs2)C(=O)OC12CCCCC2 (stereo unspecified)	0.3	3	-0.1	12
CCOC(=O)c1c(NC(=O)COc2ccc(Cl)cc2C)sc2c1CCN(C(C)=O)C2	-1.5	-6	-0.1	-1
CCOC(=O)c1ccc(Nc2nc3nonc3nc2N(CC)CC)cc1	0.2	20	1.0	12
O=C1CSC(c2ccccc2C(F)(F)F)N1c1ccc(Br)cc1 (stereo unspecified)	1.3	13	0.5	2
Cc1[nH]nc2c1C(c1ccc(OCc3ccc(F)cc3)cc1)C(C#N)=C(N)O2 (stereo unspecified)	-1.0	-3	0.1	-35
O=C(NC(C(=O)O)c1ccccc1)c1ccc(S(=O)(=O)N2CCCCC2)cc1 (stereo unspecified)	3.1	-15	0.5	3
CCOc1ccc(C(C)N)cc1OCC (stereo unspecified)	1.3	-2	0.0	8
Cc1nc2ccccc2c2c1CC(C)S2 (stereo unspecified)	1.3	-13	-0.1	0
CCCCCCCn1cnc2ccccc2c1=O	0.7	1	0.0	-6
COc1ccc(C(=O)NN2C(=O)C3C4c5ccccc5C(C)(c5ccccc54)C3C2=O)cc1 (stereo unspecified)	0.4	11	0.5	7
CC1(C)CC(=NNC(=O)c2ccccc2Cl)CC(C)(C)N1	2.9	13	0.2	8
Cc1cccc(-n2nc3c(c2NC(=O)c2cccs2)CSC3)c1	-0.9	14	-0.1	-1
Cc1cc(C)c(C(=O)c2ccc(C(=O)Nc3cnc4ccccc4c3)cc2)c(C)c1	-0.3	-7	0.1	-9
CCCC(=O)Nc1ccc(N(CC)CC)cc1C	-0.5	-2	0.0	1
COC(=O)[C@@H]1CCCN1Cc1ccc2c(c1)CN(Cc1ccoc1)CCO2	0.6	4	-0.1	7
CC(C)(C)NS(=O)(=O)c1ccc(F)cc1	0.6	-5	0.0	-2
O=C(NC1CCC1)c1cnc2scc(-c3ccccc3)n2c1=O	2.3	3	0.1	8

4 consecutive records out of the list so far, quoted:
SMILES	GPR151 activ	MITF primary	FBW7 act	TEAD-YAP inh
O=C(CSc1nc(-c2ccccc2)nc2c1CCCC2)c1ccc(Cl)cc1	-0.1	9	0.1	6
Cc1sc(NC(=O)C2CC(O)CN2C(=O)OC(C)(C)C)nc1-c1ccccc1 (stereo unspecified)	1.3	-22	-0.1	4
CCOC(=O)C1=C(C)N=c2s/c(=C\c3ccc(O)c(OC)c3)c(=O)n2C1c1ccc(OCC)c(OCC)c1 (stereo unspecified)	-1.2	-4	0.4	-1
O=C(CSc1nc2ccccc2[nH]1)NNC(=O)Cc1ccccc1	3.3	-4	0.0	7

Next records
SMILES	GPR151 activ	MITF primary	FBW7 act	TEAD-YAP inh
Cc1ccc(NC(=O)CCCCCN2C(=O)c3ccccc3C2=O)c(C)c1	-0.5	10	0.1	-1
COc1cc(CNCc2ccccn2)ccc1OCC(=O)NC(C)(C)C	-0.7	30	-0.4	12
Cc1cccc(CN[C@H]2C[C@H]3C(=O)N[C@@H]([C@@H](C)O)C(=O)N3C2)c1	-0.5	4	-0.1	-2
Cc1nc2sc3c(c2c2nn(CC(=O)N(C)C)c(=O)n12)CCC(C)C3 (stereo unspecified)	-0.8	3	-0.2	-5
Cc1cc(C)c(C)c(C2=NON3N(C(=O)c4ccc(Cl)cc4)c4ccccc4N23)c1C	2.7	-6	0.0	-5
COc1cc([N+](=O)[O-])cc2sc(NC(=O)c3ccccc3NS(=O)(=O)c3ccc(C)cc3)nc12	0.8	-5	0.0	-3
COC(=O)c1ccc(Cl)cc1NC(=O)N1CCOc2ccc(C)cc21	0.5	-5	-0.2	3
COC(CNC(=O)C(=O)c1ccccc1NC(C)=O)OC	-0.8	-8	-0.1	2
O=C(Nc1ccc2c(c1)OCCO2)N1CCN(c2ccncc2)CC1	1.2	4	0.2	-47
Cc1cc(C)cc(CN2CCc3nnc(CCNC(=O)C4CCCO4)n3CC2)c1 (stereo unspecified)	1.5	-8	0.2	-47
Cc1ccc(N2CCN(S(=O)(=O)c3c(C)[nH]c(=O)[nH]c3=O)CC2C)cc1 (stereo unspecified)	-0.9	-2	0.0	-4
CCOc1ccc(NC(=O)/C(C#N)=C\c2cc(Br)c(Br)o2)cc1	-0.7	25	0.1	-1
Cc1c(C(=O)NCc2ccccc2)sc2ncn(Cc3ccccc3F)c(=O)c12	-0.1	4	0.1	-3
CSc1ccc(/C=C2/C(=O)N=C(N)N2C)cc1	0.2	7	0.0	-51
Cc1nn(Cc2c(F)cccc2Cl)c(C)c1[N+](=O)[O-]	0.4	5	-0.1	-10
O=C(c1cccs1)c1cn(-c2ccccc2)nc1C(=O)c1nc2ccccc2s1	1.1	11	0.0	1
CCOc1cc(/C=C2\C(=N)N3N=C(C(F)(F)F)SC3=NC2=O)ccc1OCCOc1ccc(C(C)(C)C)cc1	-0.7	7	0.1	12
CCN(CC1CCCO1)C(=O)CCc1nnc(-c2ccc(C(C)=O)s2)o1 (stereo unspecified)	0.4	-8	-0.1	-36
CCN(CC)c1nc(C)nc2sc(C(=O)Nc3c(F)cc(F)cc3Br)c(C)c12	-0.3	-5	0.0	-23
CCOc1cccc(C2CC(=O)NC3=C2C(=O)CC(C)(C)C3)c1 (stereo unspecified)	1.0	6	-0.3	-7
CCCCCCOc1cccc(NS(=O)(=O)c2ccc3oc4ccccc4c3c2)c1	-1.6	6	0.1	10
O=C(NC(Cc1ccccc1)C(=O)Nc1ccc(F)c([N+](=O)[O-])c1)c1ccccc1 (stereo unspecified)	-0.5	-8	0.1	4
CCOC(=O)C1=C(C)OC(N)=C(C#N)C1c1cc(F)ccc1F (stereo unspecified)	-0.6	22	0.9	-8
CCN(CC)c1ccc(C2Nc3cccc4cccc(c34)N2)cc1	-1.2	-13	-0.1	2
COc1cccc(-c2ccc(N(C)CC(OC)OC)nc2)c1	0.5	10	0.0	-33

Compound activity deposited in PubChem BioAssay by The Scripps Research Institute Molecular Screening Center.

The order is random; about 3.4% have a hit in one of these screens.
